Bioassay records (PubChem BioAssay)
L929 necroptosis = L929 zVAD cell death inhibition | L929 zVAD necroptosis rescue, ATP luminescence, 24 h; with zVAD 60 µM | viability rescue, % at 10 µM | actives 0.38% (n = 220,000) | AID 1377;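 active = activation, scaled between plate controls, above about 75%, limit read from the data; inactive = activation under that limit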;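 also: 0% = zVAD with DMSO and 100% = DMSO alone without zVAD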
TbHK1 inh = T. brucei hexokinase 1 inhibition; inhibition, % at 10 µM; AID 1430; actives 0.11% (n = 220,000); recombinant TbHK1, G6PDH-coupled NADH A340;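 active = inhibition of 50% or more in the single-dose primary screen; inactive = inhibition below 50%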
PPC-1+TRAIL kill = PPC-1 cancer cell killing with TRAIL present; actives 0.41% (n = 220,000); AID 1443; cell killing (% activity), % at 4 µM; PPC-1 cells + TRAIL, ATPLite viability luminescence;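 active = cell killing above 50% in the first pass at 4 µM, then a duplicate retest at 5 µM averaging 50% or more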;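 also: plate controls were cells with TRAIL plus DMSO for no effect and medium-only wells lacking cells for full effect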
FXIIa inh = blocks human coagulation factor XIIa protease activity. P00748. purified FXIIa, Boc-QGR-AMC fluorogenic substrate, 2 h. inhibition, % at 5 µM. actives 0.3% (n = 220,000). AID 800; in the data active = inhibition above about 40%;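 also: 0% = enzyme with no compound and 100% = blank without enzyme; many of its hits are not listed in these tables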
CHOP inhibitor = inhibitors of CHOP induction in ER stress response | actives 3.8% (n = 220,000) | CHO-K1 CHOP-promoter luciferase, tunicamycin-induced, 15-18 h | inhibition, % at 10 µM | AID 2732;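 active = compounds that reduced the stress-induced luciferase reporter signal by more than about 70% of percent inhibition, limit read from the data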;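 also: 0% = tunicamycin plus vehicle and 100% = wells without tunicamycin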
Wee1 stabilizer = human Wee1 degradation inhibition, primary screen; P30291; AID 1321; actives 1.2% (n = 220,000); reporter increase, % at 5 µM; HeLa Luc-Wee1K328M stability, luciferase luminescence; 100% = proteasome inhibitor MG132 effect;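 active = activation above the mean of all tested compounds plus 3 SD, set per screening run, cut at about 8.8% in these data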;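 also: cells exposed to compound for 20 h before luminescence read; 0% = DMSO alone and 100% = MG132 at 30 µM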
Target sequence (P30291 whole entry K328M): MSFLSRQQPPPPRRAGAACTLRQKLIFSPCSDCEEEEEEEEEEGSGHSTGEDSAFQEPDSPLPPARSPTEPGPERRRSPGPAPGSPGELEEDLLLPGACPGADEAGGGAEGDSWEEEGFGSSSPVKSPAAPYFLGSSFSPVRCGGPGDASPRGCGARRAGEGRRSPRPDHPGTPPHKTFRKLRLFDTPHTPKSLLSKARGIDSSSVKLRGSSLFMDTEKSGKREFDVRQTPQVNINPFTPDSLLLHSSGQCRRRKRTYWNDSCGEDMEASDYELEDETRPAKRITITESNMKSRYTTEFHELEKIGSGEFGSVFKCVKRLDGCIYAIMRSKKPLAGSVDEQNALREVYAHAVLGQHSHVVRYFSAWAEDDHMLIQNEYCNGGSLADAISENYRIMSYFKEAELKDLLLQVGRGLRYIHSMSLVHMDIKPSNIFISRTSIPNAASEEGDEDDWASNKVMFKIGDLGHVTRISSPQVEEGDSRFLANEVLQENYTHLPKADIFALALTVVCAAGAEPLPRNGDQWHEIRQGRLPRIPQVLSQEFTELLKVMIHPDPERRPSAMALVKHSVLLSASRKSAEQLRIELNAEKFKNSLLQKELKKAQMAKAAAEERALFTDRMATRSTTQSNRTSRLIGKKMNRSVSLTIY
FXIa inh = factor XIa (human) inhibition; inhibition, % at 5 µM; purified FXIa, Boc-Glu-Ala-Arg-AMC fluorogenic substrate; actives 0.14% (n = 220,000);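 active = inhibition of at least 40%; inactive = inhibition below 40%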;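 also: fluorescence of freed AMC excited at 355 nm; 0% = enzyme without compound and 100% = no enzyme blank; many of its hits are not listed in these tables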
TNF death inh = inhibitors of TNF-alpha induced necroptosis in Jurkat FADD-/- cells; Jurkat FADD-/- TNF necroptosis rescue, ATP luminescence, 24 h; 0 = TNF only, 100 = no-TNF cells; activation (protection from cell death), % at 10 µM; actives 0.068% (n = 220,000); AID 463075;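 active = activation, meaning protection from cell death, of at least 50% relative to plate controls; inactive = activation below 50%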;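 also: necroptosis triggered by 40 ng/mL TNF-alpha added together with compound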
PGE2 EP2 inh = inhibitors of human EP2 prostaglandin E2 receptor; actives 0.52% (n = 260,000); AID 1422; P43116; C6 glioma cells expressing human EP2, cAMP TR-FRET; cells stimulated with saturating PGE2; inhibition, % at 25 µM;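 active = percent inhibition above 40 after rounding to a whole number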;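 also: rat C6 glioma host cells with rolipram phosphodiesterase inhibitor present; the protocol text gives 20 µM as final concentration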
Target sequence (P43116 whole entry, looked up): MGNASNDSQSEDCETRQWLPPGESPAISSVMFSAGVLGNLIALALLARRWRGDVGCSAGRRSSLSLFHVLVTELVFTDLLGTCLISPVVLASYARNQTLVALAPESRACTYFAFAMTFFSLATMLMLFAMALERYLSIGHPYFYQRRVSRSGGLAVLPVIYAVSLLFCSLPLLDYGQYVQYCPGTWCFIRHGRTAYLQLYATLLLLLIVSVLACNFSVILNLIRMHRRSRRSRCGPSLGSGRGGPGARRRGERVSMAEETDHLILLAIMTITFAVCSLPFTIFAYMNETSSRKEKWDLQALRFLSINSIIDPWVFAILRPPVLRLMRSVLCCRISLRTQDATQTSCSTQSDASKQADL
The depositor's hits bear a star; . = not tested or not shown; & = joins results of further samples; ! = not confirmed by another sample; [ ] = dose if it differs, or a comment.

Sample of the layout:
SMILES	L929 necroptosis	TbHK1 inh	PPC-1+TRAIL kill	FXIIa inh	CHOP inhibitor	Wee1 stabilizer	FXIa inh	TNF death inh	PGE2 EP2 inh
CC1(C)Cc2c(C#N)c(NCCN3CCOCC3)nc(-c3ccccc3)c2CO1	-0.8	-25.4	-25.0	2.5	6.2	5.0	2.0	2.7	11.2
CN1C(=O)C(/C(N)=N/NC(=O)c2ccccc2)C2CC1(C)Oc1ccccc12 (stereo not given)	-0.2	-2.6	4.5	5.2	-5.0	1.0	5.3	0.7	5.3
Cc1cc(NC(=O)CSc2ccc3nnc(CCNC(=O)c4ccccc4)n3n2)no1	2.0	-0.5	33.1	7.3	-2.8	-0.7	-5.2	-0.3	8.0

The list itself, from the first entry:
SMILES	L929 necroptosis	TbHK1 inh	PPC-1+TRAIL kill	FXIIa inh	CHOP inhibitor	Wee1 stabilizer	FXIa inh	TNF death inh	PGE2 EP2 inh
CC1(C)Cc2c(C#N)c(NCCN3CCOCC3)nc(-c3ccccc3)c2CO1	-0.8	-25.4	-25.0	2.5	6.2	5.0	2.0	2.7	11.2
CN1C(=O)C(/C(N)=N/NC(=O)c2ccccc2)C2CC1(C)Oc1ccccc12 (stereo not given)	-0.2	-2.6	4.5	5.2	-5.0	1.0	5.3	0.7	5.3
Cc1cc(NC(=O)CSc2ccc3nnc(CCNC(=O)c4ccccc4)n3n2)no1	2.0	-0.5	33.1	7.3	-2.8	-0.7	-5.2	-0.3	8.0
CCCc1nc2c(sc3nc4c(cc32)COC(C)(C)C4)c(=O)n1CCN(C)C	-0.3	-8.2	19.8	3.7	-26.1	-2.1	-2.2	-1.1	1.6
NC(=O)c1cc[n+](CC2=C(C(=O)O)N3C(=O)[C@@H](NC(=O)C(c4ccccc4)S(=O)(=O)[O-])[C@H]3SC2)cc1 (stereo not given in full)	3.9	3.5	9.3	6.3	6.1	-2.9	0.9	1.7	9.4
O=C(c1ccccc1)c1cc(F)c(N2CCOCC2)cc1Cl	0.5	-13.6	14.1	17.6	57.6	-0.8	0.3	-1.0	-6.4
COc1cc(/C=C(/NC(=O)c2ccccc2)C(=O)Nc2ccc(O)cc2)c([N+](=O)[O-])cc1OC	-0.2	-9.0	25.9	2.0	-11.4	1.9	7.3	-1.3	11.5
Cc1ccc2cc3c(N)c(C(=O)N4CCOCC4)sc3nc2c1	1.5	-10.7	5.3	11.2	-1.4	3.3	1.1	-5.5	.
O=C(O)/C(=C\c1ccc(Cl)c([N+](=O)[O-])c1)c1ccc(S(=O)(=O)N2CCCCC2)s1	0.5	-29.8	17.2	3.5	-14.6	3.4	-1.9	-1.1	2.4
COCCn1c(C)cc(/C=C2/NC(=O)N(c3cccc(Cl)c3)C2=O)c1C	7.2	-4.6	4.0	3.9	70.8*	1.1	-1.6	3.1	7.7
CCCC(C(=O)c1ccccc1)n1cncn1 (stereo not given)	0.8	-3.8	25.7	25.1	10.8	-2.0	16.1	-0.4	9.7
CC1CN(CC(=O)Nc2ccccc2Sc2ccccc2)CC(C)O1 (stereo not given)	0.4	0.0	-2.6	13.5	-2.8	0.6	7.1	0.4	3.6
N/C(=N\OC(=O)CCc1ccccc1)c1cccnc1	7.6	-5.2	5.5	9.8	-11.4	6.0	-2.8	-0.4	9.9
O=C1C2CCCCC2C(=O)N1Cc1ccccc1 (stereo not given)	29.3	-8.6	-6.5	8.5	4.5	0.8	-4.4	8.3	5.4
CCN1CCN(C(=S)NC(C)c2ccccc2)CC1 (stereo not given)	0.1	3.1	4.3	13.2	-1.0	1.7	9.7	0.2	9.9&2.2
CCCC(=O)Nc1ccc2oc(-c3cccnc3)nc2c1	0.0	-9.1	0.6	12.2	-10.1	1.5	-0.5	0.5	16.5
CC(=O)N1CCCc2cc(S(=O)(=O)NC(C(=O)NCc3ccc(C)cc3)C(C)C)ccc21 (stereo not given)	-0.3	-2.8	7.2	-4.3	23.1	-0.6	-1.2	0.8	10.2
COc1cc(SC)ccc1C(=O)NCC1CCCO1 (stereo not given)	0.0	0.8	5.7	8.0	9.0	-1.5	3.6	-1.1	12.1
COC(C(=O)N/N=C(\C)CC(=O)Nc1ccc(Cl)cc1C)c1ccccc1 (stereo not given)	15.4	-2.5	11.4	11.7	22.0	1.2	1.2	0.3	7.5
COC(=O)C1=C(C)N(CCc2c[nH]c3ccc(OC)cc23)C(=O)C1	0.9	-3.8	27.4	7.5	-5.2	4.7	-5.0	-1.5	5.5
O=C(O)c1ccc2c(c1)N(Cc1ccccc1)C(=O)c1ccccc1S2	-0.7	9.0	1.1	4.5	-5.0	-1.5	-1.0	0.6	1.1
CS(=O)(=O)c1ccc(Cl)c(NC(=O)CSc2nc3ccccc3c(=O)n2CCCN2CCOCC2)c1	0.0	0.9	16.8	11.8	18.2	-0.8	1.9	5.9	7.2
Cc1ccc(C(=O)O/N=C\c2ccc(N3CCOCC3)c([N+](=O)[O-])c2)cc1	-0.2	-5.2	18.5	12.6	24.4	-2.8	0.9	-3.3	.
CCCC(=O)n1nc(-c2cccnc2)nc1NCc1cccs1	77.1*	-6.7	3.4	13.1	24.4	5.0	6.7	1.7	9.4
CCCSc1ncnc2c1oc1ccccc12	0.1	2.5	11.0	-2.6	32.0	6.9	-7.9	-0.8	3.8
CCn1nnnc1SCC(=O)c1ccc(C)cc1C	0.2	1.6	-5.1	15.1	21.3	2.2	7.5	-0.2	18.3
CCCCNC(=O)c1cc2ccccc2s1	-0.2	7.9	30.1	21.9	6.5	-2.5	29.0	-1.9	5.4
O=C(c1cccc(F)c1)N1CCC(c2nc3ccccc3s2)CC1	-0.2	8.8	.	14.6	-1.2	-2.5	10.9	-0.9	8.1
O=C(CSc1nc2ccccc2c(=O)n1Cc1ccco1)c1ccc(F)cc1	0.1	-4.6	4.0	7.1	10.4	4.8	-9.4	-10.8	3.7
O=C(Nc1ccc(Cl)cn1)c1ccc(Br)c(S(=O)(=O)N2CCCCC2)c1	-1.0	10.7	7.5	27.0	30.0	3.1	11.6	1.3	5.4
Cc1[nH]n(-c2ccc(F)cc2)c(=O)c1C=Nc1ccc(S(=O)(=O)N(C)C)cc1	1.2	-5.5	3.7	13.0	29.9	-1.0	6.3	-5.8	8.1
CN(Cc1cnn(-c2ccc(F)cc2)c1)Cc1nc(Cc2ccccc2)no1	0.8	-2.4	24.4	-1.0	-29.2	1.4	-6.0	2.3	6.0
CCOC(=O)C(C(=O)OCC)C(Nc1ccc(Br)cc1)c1ccccc1 (stereo not given)	0.4	2.1	8.7	16.6	6.9	2.6	2.8	-15.5	1.6
CCOC(=O)c1cc(-c2ccc(/C=N\n3cnnc3)o2)ccc1Cl	-0.3	-49.5	12.5	8.4	27.4	0.5	-17.6	-3.6	12.8
Cc1ccc(/C=C/C(=O)c2ccc(N3CCOCC3)cc2)s1	0.0	-9.6	79.8*[5 µM]	-1.6	-24.5	0.7	-6.0	-0.9	3.3
COCCNC(=O)C1CC(c2ccc([N+](=O)[O-])cc2)=NO1 (stereo not given)	-0.3	-11.1	-4.0	11.3	-7.7	-0.4	1.5	-3.0	2.2
NC(=O)CSc1ncc(-c2ccc([N+](=O)[O-])cc2)[nH]1	1.3	-29.6	10.0	1.5	23.4	2.0	-3.4	0.1	5.1
Nc1nnc(SCC(=O)N2CCc3ccccc3C2)s1	-0.7	-5.7	28.2	5.6	14.0	1.5	-2.5	-0.1	4.1
C(=C\c1ccccc1)/CN1CCN(c2ncnc3c2oc2ccccc23)CC1	0.0	-5.3	-4.2	4.3	94.0*	0.5	6.2	-3.5	9.5
C=CCOc1cccc(C2/C(=C(/O)c3ccccc3)C(=O)C(=O)N2CCN2CCOCC2)c1 (stereo not given)	1.9	-21.4	4.3	0.4	-28.4	-1.9	2.5	1.0	10.7
CC(C)C(=O)Nc1cccc(C(=O)Nc2nncs2)c1	-0.3	2.5	38.4	7.0	-8.4	2.5	-5.5	0.1	10.6&7.0
CN(C)c1ccc(NS(=O)(=O)c2ccc(Cl)cc2)cc1	1.3	3.0	9.8	1.8	8.7	-0.2	-9.1	2.8	4.3
O=c1oc2ccccc2c(Nc2ccc3ncccc3c2)c1[N+](=O)[O-]	0.3	-17.1	13.0	11.0	45.8	6.4	12.1	0.9	0.1
CCOc1nc2ccccc2cc1/C=C/C(=O)O	1.5	-13.9	12.0	4.6	15.9	-1.6	-5.2	-1.1	4.7
CCN(CC)CCNC(=O)c1cc(-c2ccco2)nc2ccccc12	6.3	-26.1	-21.9	1.5	0.9	4.3	-4.0	0.9	7.5
O=C1OCc2ccc(NC(=O)C3CCCCC3)cc21	1.8	-5.6	-20.2	14.0	12.8	0.1	2.2	2.1	0.5
COCCNC(=O)C(c1ccccc1)N(CCOC)C(=O)Cn1nnc2ccccc21 (stereo not given)	-0.6	-9.0	18.8	-0.2	-1.2	-4.3	-5.7	-0.6	5.6
COc1cccc(OCC(O)CN2CCN(c3ccccn3)CC2)c1 (stereo not given)	-0.5	12.4	16.2	7.5	14.2	1.1	0.5	1.7	4.4
OCCN(CCO)c1nc(-c2ccccc2)nc2c1oc1ccccc12	13.4	-9.4	9.5	0.7	-18.2	-4.2	-4.5	0.7	5.6
O=S(=O)(c1ccccc1)N1CCC(O)(CSc2ccc(Cl)cc2)CC1	-0.1	3.5	-3.7	13.0	65.7	-0.6	1.3	-9.4	.
COCCCNCCOCCOc1c(OC)cccc1OC	1.1	0.4	17.4	9.6	-33.7	-1.1	-6.5	0.8	3.8
CNC(=O)Cc1nc2ccccc2n1CC(=O)Nc1cc(C)cc(C)c1	0.5	0.2	-0.1	8.1	-3.8	1.8	0.6	1.2	2.5
CC(C)CCNC(=O)CN(CC1CCCO1)C(=O)CCC(=O)Nc1nccs1 (stereo not given)	0.8	0.6	2.3	11.1	-11.3	-1.1	-1.6	1.7	6.4
COc1cc(CNCCO)ccc1OCC(=O)Nc1ccc(Br)cc1	73.3	1.3	4.0	4.6	31.6	-0.8	-7.1	3.0	6.3
COC(=O)C1C(=O)NCC1c1ccc(OC)cc1 (stereo not given)	-0.2	-15.8	26.6	13.8	23.2	-2.6	-13.6	-0.3	6.2
COc1ccc(C2CC(=O)CC(=O)C2n2cncn2)cc1 (stereo not given)	0.1	5.0	-17.1	27.7	-6.1	-1.4	6.6	-2.3	5.9
O=C(O)CCc1ccc(-c2ccccc2)n1NC(=O)c1sc2ccccc2c1Cl	-0.1	-17.2	20.6	8.2	3.9	1.1	4.0	0.0	3.4
CC(C)SCC(=O)Nc1ncc2c(n1)-c1ccccc1CC2	4.5	1.7	9.2	5.8	38.2	2.8	2.3	-0.6	3.1
CC(=O)NNC(=O)c1csc(Cc2c(Cl)sc3ccc(Cl)cc23)n1	1.3	-0.9	-5.0	5.3	32.1	-2.8	-1.8	2.0	9.0
CC1=C(C#N)c2nc(N)c(C#N)c(C)c2/C1=C\c1ccc(C)cc1	-0.2	-5.3	13.1	17.8	98.5*	-1.6	-0.6	-10.9	39.7*!
COc1ccc(CCNC(=O)COc2ccc(S(=O)(=O)NC(C)C)cc2Cl)cc1OC	-0.1	1.4	13.2	0.7	1.8	1.4	1.9	-1.9	7.1
CCNC(=O)C/C(C)=N/NC(=O)C12CC3CC(CC(C3)C1)C2	2.1	-0.3	31.6	26.5	0.3	0.4	14.8	1.0	4.2
O=C(Cc1ccccc1[N+](=O)[O-])NCc1ccc(Cl)cc1	.	-7.2	12.5	7.1	-8.2	-1.4	-3.5	3.7	10.3

Not all compounds are listed, so the mix of outcomes need not match the whole.
